Source: PubChem BioAssay (several laboratories)
AI-2 QS modul: Vibrio harveyi AI-2 quorum sensing modulators, primary screen, JMH597 strain, luminescence/OD600 ratio; activity change, % at 7.5 µM; Vibrio harveyi JMH597 AI-2 luminescence/OD600 ratio, 9 h; stronger effect = lower value; strain lacks LuxN and CqsS sensors; 0 = neutral-control median; 300,000 tested, 0.4% active; AID 2094, 2009; in the data active means activity change below about -75%, passing the limit was not always enough; inconclusive means no clear call, values can overlap the other calls;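 further: luminescence divided by OD600 gain over 9 h not by final OD600 alone; inactives centre near 13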
aSyn UTR inh: MLPCN primary screen, SNCA 5' untranslated region; alpha-synuclein 5'UTR reporter, inhibitor activity; 300,000 tested, 0.82% active; inhibition, % (tested at 7.5 µM); in the data active means inhibition above about 60%; inconclusive means no clear call, values can overlap the other calls;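 further: H4 neuroglioblastoma cells stably carrying SNCA 5'UTR luciferase fusion; 0% = DMSO wells and 100% = positive control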
HSF1 inh: HSF1 inhibitors in luciferase reporter cells, primary screen, cell-based, NIH3T3, luminescence; NIH3T3-HGL HSE-luciferase, MG132-induced, luminescence 8 h; stronger effect = lower value; activity change, negative = inhibition, % at 7.5 µM (by protocol); 300,000 tested, 0.77% active;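 active means more than half of replicate wells show activity change below -50%, luminescence cut by over half; inconclusive means some wells, but at most half, below -50%; inactive means no replicate well below -50%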;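 further: luciferase reports HSF-1 transcriptional activity via heat shock element; 0% = median of DMSO wells and -100% = zero luminescence signal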
IEC-6 tox: cytotoxicity in IEC-6 intestinal epithelial cells, primary screen, cytotoxicity control for KLF5 inhibitor project, cell-based, luminescence. 290,000 tested, 0.78% active. IEC-6 cytotoxicity, luminescence viability. AID 1825, 2009. inhibition, % at 5 µM; in the data active means inhibition above about 22%;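 further: 0% = plate median of test compound wells and 100% = cytotoxic reference compound wells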
Platelet DG rel: inhibitors of platelet dense granule secretion, primary screen, cell-based, MLPCN, human platelets; 300,000 tested, 0.22% active; inhibition, %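 (compounds screened at 7.5 µM in platelet-rich plasma)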; human platelet-rich plasma, SFLLRN dense granule ATP release, luminescence;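 active means mean replicate score, as percent of positive control, at or above 50; inconclusive means mean below 50 but at least one replicate at or above 50; inactive means mean and every replicate below 50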
KLF5 inhibitor: KLF5 expression inhibitors, primary screen, DLD-1 cells, luminescence. 290,000 tested, 0.23% active. inhibition, % at 5 µM. AID 1700, 2009. DLD-1 KLF5 promoter-luciferase reporter;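 active means inhibition above a per-plate limit of that plate's mean compound inhibition plus 3 SD, cut at about 60% in these data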;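 further: 0% = DMSO wells and 100% = LY294002 at 200 µM; higher means less KLF5 promoter-driven luciferase light; inactives centre near -14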
HDAC3 inhib: HDAC3 deacetylase inhibitors, primary screen, biochemical, fluorescence, cell-free homogeneous. Histone deacetylase 3 (Homo sapiens), O15379. recombinant HDAC3, fluorogenic peptide/trypsin coupled. inhibition, % at 8.3 µM. 320,000 tested, 0.15% active. AID 2718, 2010; in the data active means inhibition above about 26%, passing the limit was not always enough; inconclusive means no clear call, values can overlap the other calls
Target sequence (O15379 whole entry, looked up): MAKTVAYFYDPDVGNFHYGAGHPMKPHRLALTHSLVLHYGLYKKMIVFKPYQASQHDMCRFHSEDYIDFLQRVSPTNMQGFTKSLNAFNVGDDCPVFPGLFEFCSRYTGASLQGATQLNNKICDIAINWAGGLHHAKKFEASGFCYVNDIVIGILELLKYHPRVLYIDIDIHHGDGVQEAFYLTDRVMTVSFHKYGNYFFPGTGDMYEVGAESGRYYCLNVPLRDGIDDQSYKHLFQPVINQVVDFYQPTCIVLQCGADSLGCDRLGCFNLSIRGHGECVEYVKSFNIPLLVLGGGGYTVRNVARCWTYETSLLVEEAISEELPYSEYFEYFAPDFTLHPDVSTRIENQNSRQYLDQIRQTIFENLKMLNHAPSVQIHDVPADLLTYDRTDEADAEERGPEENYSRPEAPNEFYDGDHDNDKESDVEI
HSP90 inh: HSP90 inhibitors, primary screen, cell lysate, luminescence. Rabbit reticulocyte lysate, luciferase refolding luminescence, 3 h. inhibition, % at 5.6 µM. 290,000 tested, 0.91% active. Heat shock protein HSP 90 (rabbit reticulocyte lysate; luciferase refolding). AID 1789, 2009;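 active means inhibition above the screen-wide mean plus 3 SD, computed separately per campaign, cut at about 16% in these data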;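 further: 0% = DMSO wells and 100% = 60 µM geldanamycin wells; inhibitors lower the luminescence because luciferase stays unfolded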
HIF activator: HIF pathway transcriptional activators, primary screen, cell-based, U2OS HRE-luciferase, luminescence | AID 1910, 2009 | activation, % at 7.5 µM (by protocol) | 300,000 tested, 0.32% active | U2OS HRE-luciferase reporter; normalized: DMSO 0%, desferrioxamine 100%;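 active means mean activation of at least 10% of the iron chelator positive control signal, with at least half of replicates also reaching 10%; inconclusive means mean and replicate majority disagree about reaching 10%; inactive means mean and most replicates under 10%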
HSF1 activator: HSF-1 activators, primary screen, NIH3T3-HGL cells, MG132 stress, luminescence, single point | NIH3T3-HGL HSF-1 luciferase reporter, 8 h; 100% = twice DMSO control signal | activation, % at 9 µM | 300,000 tested, 1.7% active | AID 504408, 2011;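 active means mean replicate activation of at least 50% with a set share of replicates each reaching 50%; inconclusive means only one of those two conditions met; inactive means mean below 50% and too few replicates reaching it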;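 further: 0% = median of the neutral control wells and 100% = twice that signal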
An asterisk follows results filed as active; ? = inconclusive; . = no result given.

Each structure is followed by: AI-2 QS modul	aSyn UTR inh	HSF1 inh	IEC-6 tox	Platelet DG rel	KLF5 inhibitor	HDAC3 inhib	HSP90 inh	HIF activator	HSF1 activator
#1 O=C(CCN1C(=O)c2ccccc2S1(=O)=O)Nc1ccc(F)c([N+](=O)[O-])c1
 : 24.8	8.1	1.7	.	-3.8	.	-0.8	.	-0.4	-3.4
#2 CCOc1ccc(-c2csc(Cn3c(CN4CCN(C)CC4)nc4ccccc4c3=O)n2)cc1
 : 16.2	-65.6	-12.8	6.9	2.2	20.6	?	1.0	3.1	-0.6
#3 Cc1cc(=O)[nH]c2cc(Cl)ccc12
 : 21.3	20.8	1.5	-1.1	2.6	3.2	4.4	1.1	0.0	-2.1
#4 CCN(CC)C(=O)c1scc2c1OCCO2
 : 23.8	0.1	-7.8	2.1	2.0	-22.0	-3.6	2.6	-1.4	-9.5
#5 COC(=O)CSC(=S)N1CCCC(C)C1 (centres undefined)
 : 38.8	2.8	0.1	-5.6	0.0	-9.5	3.0	-3.6	-0.2	-8.3
#6 CCN1CCN(C(CNS(=O)(=O)c2ccc(Cl)cc2)c2ccccc2)CC1 (centres undefined)
 : 10.7	2.5	-10.7	-1.9	7.1	-12.8	-5.4	-3.5	-0.2	-4.2
#7 COc1ccccc1NC(=O)CSc1nnnn1-c1ccc2c(c1)OCO2
 : 5.9	-17.7	7.1	-2.5	-4.5	-20.6	?	2.6	-0.3	15.8
#8 CCOC(=O)C1CCCN(S(=O)(=O)c2cc(C(=O)OC)n(C)c2)C1 (centres undefined)
 : 5.9	-5.2	3.5	-1.6	-7.8	-16.8	-1.7	-4.8	0.2	13.9
#9 CCOc1ccc(-c2nc(C#N)c(NCc3ccc4c(c3)OCO4)o2)cc1
 : 23.1	-27.8	7.1	3.3	-33.2	-2.2	-6.3	0.8	0.8	5.3
#10 O=C(COC(=O)c1ccc(O)cc1)Nc1cccc(S(=O)(=O)N2CCCCC2)c1
 : 29.5	?	-1.8	-1.9	1.6	-12.1	3.5	-1.9	-0.4	-1.2
#11 O=C(CC1SC(N2CCCC2)=NC1=O)Nc1ccc(C(=O)N2CCCC(C(F)(F)F)C2)cc1 (centres undefined)
 : 16.9	-4.0	-5.5	.	10.1	.	-6.2	.	1.4	15.8
#12 Cn1cnc(S(=O)(=O)N2CCc3ccccc32)c1
 : 11.5	18.9	-2.2	-4.6	-5.2	3.4	-9.7	2.4	0.4	-5.2
#13 CSc1cccc(NC(=O)Nc2ccc(Cl)cc2)c1
 : 18.7	-96.5	0.2	5.1	-4.9	-25.7	1.0	-0.1	2.1	17.9
#14 Cc1cc2nccc(-c3ccncc3)n2n1
 : 27.2	30.5	-1.5	3.8	0.7	-2.4	-0.3	3.1	0.4	-11.0
#15 Cc1cc(C)n(C(=O)COc2ccccc2[N+](=O)[O-])n1
 : 15.4	-5.6	1.0	-5.7	-8.0	-24.4	4.6	-2.0	-0.4	0.4
#16 CC(=C/c1ccco1)/C=N/NC(=O)Cc1cccn1C
 : 22.7	-26.2	11.6	-1.2	4.7	-21.8	9.5	5.2	0.5	40.6
#17 O=C(/C=C/c1cccs1)NC(=S)NNC(=O)Cc1cccs1
 : -44.2	-4.0	-5.2	0.2	-7.9	-58.2	2.5	1.1	0.1	6.8
#18 O=c1c2ccccc2c(-c2ccccc2)nn1-c1cc(Cl)ccc1[N+](=O)[O-]
 : 27.2	27.6	-1.1	2.1	-8.1	-31.0	?	1.1	-0.4	0.5
#19 O=C(CSc1ncnc2ccccc12)c1ccc2c(c1)OCCO2
 : 16.9	-346.4	-4.8	7.1	-23.7	-43.5	16.0	-1.9	5.3	9.0
#20 COc1ccc(NC(=O)c2cc3ccccc3cc2OC)cc1OC
 : 16.8	-70.2	12.0	4.7	3.7	-55.4	11.9	-0.3	2.9	31.0
#21 CCc1ccc(C2=NN(C(=O)OC)C(O)(C(F)(F)F)C2)cc1 (centres undefined)
 : -6.5	34.6	3.5	-0.6	-3.9	-28.0	8.9	39.6*	-0.8	24.0
#22 O=c1[nH]c(N/N=C/c2ccccc2Br)nnc1-c1ccccc1
 : 72.0	-20.7	15.6	-1.8	4.0	-5.3	5.4	-2.0	0.1	16.0
#23 COc1cc(C(=O)N2CCN(Cc3ccc4c(c3)OCO4)CC2)cc(OC)c1OC
 : 5.9	10.0	6.9	-2.0	2.8	-17.2	3.6	1.8	1.5	5.9
#24 Cc1cc(O)c(C(C)C)cc1NC1=NS(=O)(=O)c2ccccc21
 : 31.8	26.5	-3.5	-2.9	-6.3	-24.4	9.5	0.2	-0.1	12.3
#25 CCCCOC(=O)C1=C(C)Nc2ncnn2C1c1ccc(OC)c(OC)c1 (centres undefined)
 : 3.5	25.4	2.8	0.0	5.6	3.1	4.2	2.5	0.6	13.1
#26 CCOc1cccc(C(=O)NC(=S)Nc2ccccc2)c1
 : 33.1	-184.2	0.0	2.1	5.5	-143.9	1.3	4.8	1.9	23.7
#27 Cc1ccc(S(=O)(=O)NNC(=O)Nc2ccc(Cl)c(Cl)c2)cc1
 : 20.3	10.5	-9.3	-2.5	5.8	-33.2	5.1	1.9	0.5	-24.2
#28 O=C(O)c1ccc(Nc2nc(-c3ccccc3)cs2)cc1
 : -31.1	-113.9	13.4	4.5	2.5	-150.6	7.9	9.9	0.7	34.6
#29 COc1ccc(-c2cc(C(F)(F)F)n3ncc(C(=O)N(C)Cc4ccccc4)c3n2)cc1
 : 1.1	7.5	-5.3	0.7	1.0	-3.8	-3.2	3.2	-0.3	-12.5
#30 O=C1COc2ccc(C(=O)COC(=O)/C=C/c3ccc(Br)o3)cc2N1
 : -95.8*	7.4	0.6	.	9.0	.	3.8	.	0.4	1.6
#31 CCN1C(=O)/C(=C/C=C2/SCCN2C)SC1=S
 : 10.0	31.5	-1.6	-1.7	14.4	-118.0	6.1	8.1	3.2	-12.1
#32 COc1ccccc1NC(=O)Cn1cncc1-c1ccc([N+](=O)[O-])cc1
 : 29.6	3.6	1.6	0.9	-0.5	-21.0	3.9	1.9	-0.5	6.1
#33 CCc1cccc(NC(=O)C2CCCN(S(=O)(=O)c3cnc[nH]3)C2)c1 (centres undefined)
 : 8.4	17.6	2.1	7.0	11.8	-12.6	-5.6	2.4	-0.7	-5.2
#34 CCCc1cc(C(=O)N2CCCC(Cc3cccc(Cl)c3)(C(=O)OCC)C2)n(C)n1 (centres undefined)
 : 9.6	-23.2	4.6	1.2	-7.1	-30.3	6.8	-5.8	1.1	0.5
#35 O=C(COC(=O)C1=COCCO1)NCc1ccc(Cl)cc1
 : 3.7	-16.0	1.8	1.8	1.5	-7.3	1.7	-3.4	0.3	10.6
#36 O=S(Cc1ccc(Cl)cc1)CC(O)(c1ccccc1)c1ccccc1 (centres undefined)
 : 21.5	8.6	18.4	4.0	-4.8	-4.8	1.6	1.9	-0.6	32.3
#37 CN(Cc1ccncc1)C1CC(=O)N(c2ccc(F)cc2)C1=O (centres undefined)
 : 30.1	7.6	-3.2	2.7	2.6	-2.5	-0.2	-1.9	0.0	-0.7
#38 O=C(CSc1ncccn1)NCc1ccc(Cl)cc1
 : 11.9	-26.8	7.2	1.2	-2.5	-55.6	-7.0	2.1	0.1	25.7
#39 COc1ccc(-c2nnc(-c3cc4ccccc4oc3=O)o2)cc1
 : 3.1	-41.3	-0.9	0.6	1.4	-14.6	-1.7	-3.1	.	-1.4
#40 NC(=O)c1cc(-c2ccccc2)nc2ccc(Br)cc12
 : 22.5	-18.1	-5.4	-0.5	-7.7	-37.2	-11.5	1.0	0.2	-7.9
#41 CCCN(CC(=O)Nc1ccccc1C)C(=O)c1cccc(S(=O)(=O)N2CCN(c3ccccc3)CC2)c1
 : 16.8	1.9	6.6	.	4.0	.	-2.3	.	-0.1	-0.3
#42 CCOC(=O)N1CCC(NC(=O)c2cc(S(=O)(=O)N3CCC4(CC3)OCCO4)ccc2F)CC1
 : 12.1	-8.9	-2.5	6.0	2.5	-3.5	4.4	1.5	-0.2	-12.1
#43 O=C(NCc1cccnc1)Nc1cccc(C(F)(F)F)c1
 : -5.9	-3.3	-6.4	0.9	7.1	-9.6	?	-6.1	0.4	3.9
#44 O=C(Nc1cccc2ccccc12)c1ccc(F)cc1
 : 0.4	-49.6	13.6	-5.2	-31.9	-12.4	1.0	-1.9	2.2	14.1
#45 CCOc1ccc(CNS(=O)(=O)c2c(C)nc3scc(C)n3c2=O)cc1OC
 : .	-8.8	?	-2.7	12.5	-1.2	1.8	-3.2	0.4	-59.7
#46 Cc1onc(-c2ccccc2)c1CNC(=O)Nc1ccccc1
 : -3.6	-7.9	3.3	0.4	10.4	-9.6	2.9	1.9	-0.1	6.0
#47 COc1ccccc1C(=O)Nc1ccc(S(=O)(=O)NC2=NCCCCC2)cc1
 : 28.4	20.9	2.2	4.6	-3.5	7.8	.	3.1	-0.3	11.3
#48 O=C(CCN1C(=O)C2C3C=CC(C3)C2C1=O)NCCc1ccccc1 (centres undefined)
 : 8.5	7.9	0.9	3.4	-5.9	-64.8	-5.6	-0.7	0.3	-5.2
#49 Cc1cccc(C(=O)N/N=C/c2ccoc2)c1
 : 11.5	-3.3	7.0	4.0	-1.2	-47.4	1.1	0.7	1.3	7.3
#50 COc1ccccc1OCCC(=O)OCCN1C(=O)c2ccccc2C1=O
 : -4.5	0.8	-0.1	3.0	8.8	-25.9	5.2	1.1	-0.3	-0.6

Compounds were not picked by outcome. About 5% of those tested had a hit in this group.
